# Screens as filed in PubChem BioAssay.
# CRFBP-R2 agonist: agonists of CRF-BP/CRF-R2 complex, primary screen, cell-based, HEK293, calcium dye fluorescence, uHTS | activation, % at 13.2 µM | calcium dye fluorescence (FLIPR); percent of saturating CRF peptide response | CRF-binding protein / CRF receptor 2 complex (human) | hit rate 0.46% among 350,000 | AID 588473, 2011;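 active means activation of at least 50%, plus an integration ratio under a set limit after plate pattern correction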;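 further: plate controls were neutral control wells without compound for no effect and CRF at EC100 for full effect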
# CRFR2-BP antag: antagonists of CRF-BP/CRF-R2 complex, primary screen, cell-based, HEK293, calcium dye fluorescence, uHTS; CRF-induced calcium fluorescence; inhibition, % at 11.8 µM; hit rate 0.59% among 350,000; AID 588475, 2011;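 active means inhibition of the ligand-induced calcium signal above about 50% at the single tested concentration, limit read from the data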
# GalR3 antag: GalR3 antagonists in HEK293 cells, primary screen, cell-based, fluorescence readout. Galanin receptor type 3 (Homo sapiens), O60755. HEK293 GalR3-CNG cAMP membrane potential fluorescence; galR3 body fused to GalR1 C-terminus. inhibition, % at 3 µM. hit rate 0.44% among 360,000;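 active means inhibition above the screen-wide average plus 3 SD, cut at about 13% in these data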;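 further: forskolin and galanin both at EC90 stimulate the cells; cAMP rise reported by CNG channel membrane potential dye signal; 0% = forskolin plus galanin with DMSO and 100% = forskolin alone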
# Target sequence (O60755 1-299 limits assumed): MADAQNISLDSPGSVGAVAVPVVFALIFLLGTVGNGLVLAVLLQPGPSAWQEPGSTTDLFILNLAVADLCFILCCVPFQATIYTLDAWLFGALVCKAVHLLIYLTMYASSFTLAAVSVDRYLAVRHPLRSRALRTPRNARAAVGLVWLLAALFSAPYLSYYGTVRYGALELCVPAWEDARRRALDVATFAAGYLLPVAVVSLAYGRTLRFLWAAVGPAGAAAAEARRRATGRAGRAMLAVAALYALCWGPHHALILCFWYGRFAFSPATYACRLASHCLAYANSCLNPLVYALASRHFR
# * marks the source's active call; other numbers are inactive results; & = joins results of further samples. These rows are one share of the data, so the mix of outcomes need not match the whole.
Structure,CRFBP-R2 agonist,CRFR2-BP antag,GalR3 antag
CCSc1ccc([C@@H]2[C@@H]3C(=O)N(C)C(=O)[C@@H]3[C@]3(C(=O)OC)CCCCN23)cc1,-2.8,-9.0,-5.5
C=C(C1=CCN(S(=O)C(C)(C)C)[C@H]1CCO)c1ccccc1 (some centres undefined),1.7,-2.4,-6.3
N#CCCN(C(=O)COC(=O)c1cc(=O)c2ccccc2o1)c1ccccc1,-1.0,8.0,-5.5
Cn1nccc1C(=O)Nc1cc(Cl)ccc1Cl,0.2,2.9,-5.9
CCc1ccc(C(=O)CN2C(=O)NC3(CCOc4ccccc43)C2=O)s1 (centres undefined),-0.3,-8.3,-3.9
CN(C)S(=O)(=O)c1ccc(SCC(=O)Nc2cccc(S(=O)(=O)N3CCCC3)c2)nc1,4.4,5.0,-5.4
Cc1ccc(-n2c(-c3ccc(Br)cc3)n[nH]c2=S)c(C)c1,0.0,1.2,-3.6
COc1ccc(-c2cc(C(F)(F)F)n3nc(C(N)=O)cc3n2)cc1,-1.6,3.9,-1.9
CCN(CC)S(=O)(=O)c1cc(NC(=O)CSc2nnc(N)s2)ccc1C,-0.2,13.0,-2.8
CC(NC(=O)COC(=O)c1ccc(S(=O)(=O)N2CCOCC2)cc1)c1ccccc1 (centres undefined),2.6,-10.6,4.2
Cc1ccc2nc(SCC(=O)N3CCCc4ccccc43)nc(=O)n2c1,-0.2,4.2,-0.9
O=C(c1ccccc1)c1coc(-c2ccccc2)c1,-3.4,6.1,-6.0
C[C@@H](C(=O)Nc1ccccc1N1CCOCC1)N1C(=O)C2CCCCC2C1=O (some centres undefined),1.4,-3.8,-3.8
CNc1nc(Cl)nc2c1ncn2-c1ccccc1,-1.4,-15.2,-4.9
Cc1cccc(C(=O)NNC(=O)c2ccc3ccccc3c2)c1,-3.8,15.2,-5.1
Cn1c(=O)c2[nH]c(CSCc3ccccc3)nc2n(C)c1=O,-1.9,23.1,-3.1
C[C@H](CO)N1C[C@H](C)[C@@H](CN(C)S(=O)(=O)c2cccs2)Oc2ccc(NC(=O)Nc3ccccc3)cc2C1=O,-1.3,9.6,-7.6
CCCOc1ccc(N2C(=O)CC(NCC(=O)OCC)C2=O)cc1 (centres undefined),0.5,-2.8,0.2
Cc1ccc(NCC2(N=Cc3ccccc3)OC(CO)C(O)C2O)cc1 (centres undefined),2.2,-3.9,-4.8
CC1CCCN(C(=O)COC(=O)CNS(=O)(=O)c2ccc3ccccc3c2)C1 (centres undefined),-1.1,3.5,-4.6
CN(Cc1ccccc1)C(=O)c1ccc(NC(=O)Cc2ccc(NC(=O)C3CCCN(C(=O)C4CCC4)C3)cc2)cc1 (centres undefined),-4.9,14.2,-7.5
COc1cc(OC)cc(C(=O)Nc2cccc(-c3ccc(N4CCOCC4)nn3)c2)c1,0.7,-13.2,-1.5
Cc1ccc(C(=O)OCC(=O)N2CCCc3ccccc32)cc1C,-0.3,-9.7,-3.4
O=C(NCC(c1cccs1)N1CCOCC1)c1cc(Cl)ccc1[N+](=O)[O-] (centres undefined),-3.2,3.1,-3.8
CCN(CC(=O)Nc1cc(Cl)cc(Cl)c1)CC(=O)NC1CCS(=O)(=O)C1 (centres undefined),2.8,-7.3,-5.0
COc1cc(C2CC(=O)Oc3cc(OC)c(OC)c(OC)c32)cc(OC)c1OC (centres undefined),-0.6,8.4,-7.2
COc1ccccc1-c1oc2ccccc2c1-c1ccc2c(c1)OCO2,3.8,8.3,-4.4
COc1ccc(NC(=O)N(C)C[C@H]2OCCCC[C@@H](C)Oc3ccc(N(C)C)cc3C(=O)N([C@H](C)CO)C[C@@H]2C)cc1,-0.7,-2.8,-6.3
CCC(C)Sc1cccc(-c2nc3ccc(C)cn3c2NCc2ccccc2)c1 (centres undefined),-0.1,5.7,-7.1&-6.8
Cc1sc2ncnc(SCC(=O)N3CCCC(C(N)=O)C3)c2c1C (centres undefined),0.6,4.8,0.1

# (listing goes on)
Structure,CRFBP-R2 agonist,CRFR2-BP antag,GalR3 antag
O=C(C[n+]1ccccc1)N/N=C/c1ccc(Cl)cc1,-0.8,-1.1,-2.6
Cc1ccccc1S(=O)(=O)N(C)C[C@@H]1OCc2cnnn2CCCC(=O)N([C@H](C)CO)C[C@@H]1C,-0.8,2.4,-3.1
COc1cccc(C=NNc2nc3ccccc3s2)c1OC,-0.9,-7.8,-3.4
C=CC[C@H](CC(=O)NCCO)C(=O)N[C@@H](COC(=O)[C@H](CC=C)CC(=O)OC(C)(C)C)Cc1c[nH]c2ccccc12,-2.3,-0.6,-5.5
O=C(O)c1ccc([N+](=O)[O-])nc1,-1.2,38.3,-1.0
COc1ccccc1OCCNC(=O)C(CCSC)NS(=O)(=O)c1ccccc1F (centres undefined),-0.8,7.5,-3.9
COc1cccc(NC(=O)CN(C)C(=O)CCN2C(=O)C3CC=CCC3C2=O)c1 (centres undefined),-1.4,10.8,-3.5
CN(C)c1ccc(C(=O)N2CCN(C(=O)C3CCCO3)CC2)cc1 (centres undefined),-0.5,5.4,-2.6
CC(OC(=O)c1ccccc1)C(=O)NCc1ccco1 (centres undefined),1.2,6.5,-4.5
Cc1c(C(=O)N2CCN(Cc3nccn3C)CC2)oc2c(F)cccc12,0.9,0.8,-8.4
CCN(C(=O)CN1C(=O)NC2(CCCc3ccccc32)C1=O)c1ccc(F)cc1 (centres undefined),17.0,-8.8,5.0
COc1cc(/C=C/C(=O)O)cc(S(=O)(=O)Nc2ccc(S(=O)(=O)N3CCCCC3)cc2)c1OC,-0.4,2.8,-4.1
CC(=O)c1sc(NC(=O)C2CCCN2S(=O)(=O)c2ccccc2F)nc1C (centres undefined),-2.0,3.4,-1.0
O=c1oc(CCCO)cc2ccc(C#CC3(O)CCCCC3)cc12,0.8,0.4,-6.0
C[C@H](CO)N1C[C@H](C)[C@H](CN(C)S(=O)(=O)c2ccccc2)Oc2c(NS(C)(=O)=O)cccc2C1=O,1.8,3.1,0.7
COc1ccccc1OCC(=O)NCC(C)NC(=O)COc1ccccc1OC (centres undefined),0.8,6.7,-0.4
CCOc1ccc2[nH]c(=O)c(CN(CCCN3CCOCC3)C(=O)Nc3ccc(F)cc3)cc2c1,5.0,3.6,-4.4
Nn1c(SCC(=O)NC2CCCCC2)nnc1-c1ccco1,1.9,4.0,-4.5
COc1cc(C(=O)NCC(=O)NCC(c2ccco2)N2CCCCC2)cc(OC)c1OC (centres undefined),-0.1,1.3,-5.4
CC(C)C[C@@H](CN)NC(=O)c1nc[nH]c1C(=O)N[C@@H](C)C(=O)CNC[C@H](CC(C)C)NC(=O)c1nc[nH]c1C(=O)N[C@@H](Cc1ccccc1)C(=O)O,2.1,-2.6,-5.5
Cc1ccc(C)c(NC(=O)COC(=O)c2c(C)nn(-c3ccccc3)c2C)c1,3.0,-3.7,1.2
CCOc1ncccc1C(=O)Nc1cc(S(=O)(=O)N2CCCCC2)ccc1Cl,5.8,13.1,-1.4
CCCCCCn1c(=O)n2n(c1=O)[C@@H]1CN(S(=O)(=O)c3ccc(C)cc3)C[C@]1(O)[C@@H](OC(=O)NCc1ccccc1F)C2,0.2,-10.7,-4.7
Cc1c(C(=O)OCC(=O)NC2CC2)oc2ccc(Br)cc12,-0.6,-4.1,-6.1
Cc1cc(C)c(NC(=O)COC(=O)C2CCN(c3ccc(C(F)(F)F)cn3)CC2)c(Cl)c1,0.3,11.8,-4.3
Cc1nn(CC(=O)NC(=O)NC2CCCCC2C)c(=O)c(C#N)c1C (centres undefined),-0.9,10.2,-2.0
CCN(CC)S(=O)(=O)c1ccc(N2CCCC2)c(NC(=O)C2=COCCO2)c1,2.6,5.9,-4.6
CC1CN(c2ccccn2)C(C)CN1C(=S)Nc1ccccc1 (centres undefined),1.3,-4.3,-5.8
O=C(COC(=O)COc1cccc(C(F)(F)F)c1)NC(=O)NC1CCCCC1,-0.2,16.1,-3.1
Cc1nnc(SC(C)C(=O)Nc2ccc3ccccc3c2)n1C (centres undefined),-0.3,-4.2,-3.4

# Next structures.
Structure,CRFBP-R2 agonist,CRFR2-BP antag,GalR3 antag
O=C(NCC(c1ccco1)N1CCCC1)c1cccc(S(=O)(=O)Nc2ccc(F)cc2)c1 (centres undefined),6.8,-13.3,-5.4
CN(CCCn1ccc(NC(=O)OCc2ccccc2)nc1=O)Cc1ccco1,-0.8,-5.4,-5.0
Cc1ccc(C(=O)N2CCCC(C(F)(F)F)C2)cc1S(=O)(=O)N1CCCCC1 (centres undefined),-0.8,-12.2,-6.5
COc1ccc(C(=O)Nc2cccc(S(=O)(=O)NC3=NCCCCC3)c2)cc1,1.7,2.7,-1.4
COC(=O)c1ccc(CNC(=O)c2ccc(S(=O)(=O)N3CCCC(C)C3)cc2)cc1 (centres undefined),1.8,-0.5,-4.0
COC(=O)c1c(C)cccc1C1CN=NC12Cc1ccccc1C2=O (centres undefined),-3.0,-2.8,-9.1
CC(=O)N1CCCc2ccc(NS(=O)(=O)c3ccc(C)cc3)cc21,3.0,23.3,-8.3
Cc1ccc(S(=O)(=O)CCC(=O)Nc2sccc2C#N)cc1,-0.1,1.4,-2.1
CC1(C)CC(=O)C=C(c2ccc(OC(F)(F)F)cc2)C1,2.9,9.5,7.0
COc1ccccc1N1CCN(C(=O)c2ccc(-c3ccc(Cl)cc3)o2)CC1,0.9,3.0,-3.2
O=C(OCc1ccccc1)N1CCC2CC1c1ccc(Cl)cc12 (centres undefined),5.5,-6.8,-7.3
COc1ccc(CSc2ccc(S(=O)(=O)N3CCCCC3)cn2)cc1F,1.9,17.9,-4.3
NC(=O)NN=C(C1CC1)C1CC1,0.1,-1.9,-6.6
COCCn1cnnc1SCC(=O)Nc1sc2c(c1C#N)CCC2,0.4,6.8,-3.2
NC(=O)c1ccc(NC(=O)CSc2nc3ccccc3c(=O)n2CCCN2CCOCC2)cc1,-1.2,6.5,-2.6
O=C(Nc1cccc(C(=O)NC2CC2)c1)c1ccc(F)c(S(=O)(=O)N2CCOCC2)c1,0.8,3.5,-3.8
COc1cccc(C(=O)NCC(c2cccs2)N2CCOCC2)c1 (centres undefined),-0.2,3.8,-5.5
O=C(COC(=O)/C=C/c1ccc(S(=O)(=O)N2CCOCC2)cc1)Nc1ccc(F)c(F)c1F,-0.8,3.7,-4.5
CCN(CC)C(=O)C1=C(C)N(CCCOC)C(=O)C(CC(=O)NCC2CCCCC2)C1 (centres undefined),4.6,-4.0,-5.8
COc1ccccc1-c1sc2ccccc2c1-c1ccc2c(c1)OCCO2,2.7,2.0,-5.0
CC(Sc1nnc(Cc2ccccc2)n1C)C(=O)NC1CC1 (centres undefined),0.8,-16.0,-1.7
COc1ccc(CCNC(=O)C2COc3ccccc3O2)cc1OC (centres undefined),-2.1,-6.7,0.7
COc1ccc(Cl)cc1N(CC(=O)NCc1ccccn1)S(=O)(=O)c1ccc(C)cc1,-1.6,28.1,2.8
O=C(Nc1ccnn1C1CCN(C(=O)c2cccnc2)CC1)c1cccc(F)c1,-1.2,2.0,-2.7
COc1ccc(NC(=O)CSc2n[nH]c(=O)n2C2CC2)cc1Cl,-0.1,-8.9,-3.1
CN(CC(=O)Nc1ccccc1Br)C(=O)CNC(=O)c1ccco1,-1.1,4.5,-2.3
COc1ccc(C)cc1S(=O)(=O)Nc1cc2c3c(c1)CCC(=O)N3CCC2,0.2,-7.8,-5.5
COC(=O)c1ccc(COC(=O)C2CCN(S(=O)(=O)c3c(Cl)cccc3Cl)CC2)o1,0.6,5.6,0.5
COCCS(=O)(=O)N(Cc1ccc(Br)cc1)[C@@H](C)C(=O)OC,-6.0,-1.9,-2.5
Cc1ccc(S(=O)(=O)NCCC(=O)NNC(=O)c2ccccc2O)cc1C,0.1,4.2,-2.5

# Sorted by count of non-hydrogen atoms (smallest number first): some entries from above.
Structure,CRFBP-R2 agonist,CRFR2-BP antag,GalR3 antag
CC(OC(=O)c1ccccc1)C(=O)NCc1ccco1 (centres undefined),1.2,6.5,-4.5
CCN(CC)S(=O)(=O)c1ccc(N2CCCC2)c(NC(=O)C2=COCCO2)c1,2.6,5.9,-4.6
O=C(NCC(c1ccco1)N1CCCC1)c1cccc(S(=O)(=O)Nc2ccc(F)cc2)c1 (centres undefined),6.8,-13.3,-5.4

# Next section:
Structure,CRFBP-R2 agonist,CRFR2-BP antag,GalR3 antag
Cc1ccc(C(=O)NCCCN2CCOCC2)cc1S(=O)(=O)N1CCOCC1,-0.7,13.6,0.2
Cc1ccccc1NC(=O)COC(=O)C1CC2CCCC(C1)C2=O (centres undefined),0.7,-2.2,-7.3
CC(C)CSCC1OC(n2cnc3c(N)nccc32)C(O)C1O (centres undefined),3.9,-6.5,-5.7
O=C(c1cc2ccccc2o1)N1CCN(c2ncccn2)CC1,-0.1,1.7,-4.8
CCCCOC(=O)c1ccc(NC(=O)COC(=O)c2ccc3ncsc3c2)cc1,13.7,-27.1,-4.0
C=CC[C@@H](CC(=O)N[C@H](CO)Cc1ccccc1)C(=O)NCCOC(=O)[C@@H](CC=C)Cc1ccc(F)cc1,0.2,-5.9,-5.5
